M4 antag – CHRM4 antagonism in calcium assay; P08173; inhibition, % at 3 µM; 360,000 compounds, 0.73% hits; CHO-hM4 cells, ACh EC80, Fluo-8 calcium fluorescence;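 active = inhibition above its plate's cutoff, the mean inhibition of sample wells plus 3 SD, cut at about 27% in these data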;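 note: 0% = acetylcholine EC80 with DMSO and 100% = DMSO without agonist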
Target sequence (P08173 whole entry, looked up): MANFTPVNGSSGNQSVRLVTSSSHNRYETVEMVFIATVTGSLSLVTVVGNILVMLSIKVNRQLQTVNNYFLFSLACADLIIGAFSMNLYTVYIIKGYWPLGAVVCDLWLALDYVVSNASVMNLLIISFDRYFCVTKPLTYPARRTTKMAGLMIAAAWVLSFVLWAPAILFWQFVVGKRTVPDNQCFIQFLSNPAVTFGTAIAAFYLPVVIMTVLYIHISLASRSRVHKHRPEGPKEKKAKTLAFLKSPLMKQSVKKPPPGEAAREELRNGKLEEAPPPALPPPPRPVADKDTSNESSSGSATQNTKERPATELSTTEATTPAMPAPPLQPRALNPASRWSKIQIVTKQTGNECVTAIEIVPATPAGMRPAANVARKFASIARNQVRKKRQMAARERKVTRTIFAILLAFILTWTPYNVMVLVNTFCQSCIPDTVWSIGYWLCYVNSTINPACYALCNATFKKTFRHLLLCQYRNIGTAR
CHRM1 PAM – potentiates human M1 receptor response to acetylcholine. 360,000 compounds, 0.088% hits. CHO-K1 hM1, Fluo-8 calcium fluorescence, ACh EC20; 0% = ACh EC20, 100% = maximal ACh. AID 588819. activation, % at 3 µM. P11229; in the data active = activation above about 19%, passing the limit was not always enough
Target sequence (P11229 whole entry, looked up): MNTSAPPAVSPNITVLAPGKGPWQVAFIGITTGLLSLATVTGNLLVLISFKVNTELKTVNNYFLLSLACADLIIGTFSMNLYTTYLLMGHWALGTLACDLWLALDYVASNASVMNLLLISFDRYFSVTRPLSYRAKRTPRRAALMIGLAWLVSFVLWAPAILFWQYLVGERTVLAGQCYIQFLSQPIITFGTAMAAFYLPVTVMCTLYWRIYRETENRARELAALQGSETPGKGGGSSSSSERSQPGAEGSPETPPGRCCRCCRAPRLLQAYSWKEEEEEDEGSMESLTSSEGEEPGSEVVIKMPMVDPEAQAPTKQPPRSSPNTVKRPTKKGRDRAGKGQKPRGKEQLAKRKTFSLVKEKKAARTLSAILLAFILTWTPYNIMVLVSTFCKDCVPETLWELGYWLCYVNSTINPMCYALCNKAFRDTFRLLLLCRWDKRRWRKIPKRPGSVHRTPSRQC
CHO-K1 Ca ag – counter-screen for M1 agonists: effect in parental CHO-K1 cells; Fluo-8 calcium fluorescence; scaled to maximal ATP response, vehicle zero; activation, % at 3 µM; 360,000 compounds, 0.48% hits; in the data active = activation above about 15%;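 note: untransfected CHO-K1 host cells lacking M1 receptor as counterscreen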
M1 ag – activates human CHRM1 receptor | P11229 | CHO-K1 hM1, Fluo-8 calcium fluorescence, agonist mode; 0% DMSO, 100% acetylcholine EC100 | activation, % at 3 µM | 360,000 compounds, 0.33% hits | AID 588814;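 active = activation above the run's mean compound activation plus 3 SD, cut at about 16% in these data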;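 note: peak over basal fluorescence ratio within a 140 s kinetic read after compound addition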
CHRM4 agonist – agonists of human muscarinic M4 receptor (CHRM4) | 360,000 compounds, 0.14% hits | CHO-K1 hM4/Gqi5, Fluo-8 calcium fluorescence; vehicle 0%, full acetylcholine response 100% | AID 624127 | P08173 | activation, % at 3 µM;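 active = activation above the run mean over all test wells plus 3 SD, cut at about 32% in these data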;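 note: peak over basal fluorescence ratio per well then scaled between controls; 0% = DMSO wells and 100% = acetylcholine at EC100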
OXTR potentiator – human OXTR potentiation; CHO-OTR cells, Fluo-8 calcium fluorescence, potentiator mode; 0% = oxytocin EC15, 100% = EC100; activation, % at 3 µM; 320,000 compounds, 0.061% hits;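 active = activation above that plate's cutoff, the mean activation of tested compounds plus 3 SD, cut at about 6.6% in these data, passing the limit was not always enough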;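 note: 100% uses oxytocin at 75 nM as the full agonist control; some results filed as inactive read as strong as hits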
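assay system = CHO-OTR cells, human receptor | schedule = compound 6 min at room temperature before oxytocin, 100 s read | detection = Fluo-8 intracellular calcium fluorescence, ex 470-495, em 515-575 nm | evaluation = normalized max/min fluorescence ratio, % activation | control set = EC15 oxytocin alone as 0%, 75 nM oxytocin (EC100) as 100%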
CHO parental Ca – counter-screen: ATP calcium response change in parental CHO cells | 330,000 compounds, 0.63% hits | AID 463079 | parental CHO-K1, ATP-induced calcium, Fluo-8 fluorescence | inhibition, % at 5.6 µM;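 active = inhibition above that plate's mean sample inhibition plus 3 SD, cut at about 26% in these data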;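 note: 0% = ATP-challenged DMSO wells and 100% = DMSO wells without ATP; some compounds past the cut are filed as inactive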
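Test system: parental CHO cells; detection: calcium-sensitive Fluo-8 fluorescence; evaluation: percent inhibition of calcium signal; also added: ATP as calcium-mobilizing challenge; repeats: one well per compound; control set: ATP-challenged DMSO wells low, unchallenged DMSO wells high; compound: single nominal dose of 5.6 µM per compound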
CHO-K1 Ca antag – nonselective inhibitor or artifact in parental CHO-K1 cells; ATP-induced calcium, Fluo-8 fluorescence; inhibition, % at 3 µM; 360,000 compounds, 0.6% hits;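 active = inhibition above a per-plate cutoff, the plate's mean sample inhibition plus 3 SD, cut at about 24% in these data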;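 note: 0% = DMSO plus EC80 ATP and 100% = DMSO alone without ATP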
CHRM1 antagonist – blocks human M1 muscarinic receptor. P11229. CHO-K1 hM1, Fluo-8 calcium fluorescence, ACh EC80 antagonist. inhibition, % at 3 µM. 360,000 compounds, 1.3% hits. AID 588852;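 active = percent inhibition above its own plate's cutoff, namely the mean of that plate's compound wells plus 3 SD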;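 note: peak over basal fluorescence ratio during 140 s after agonist addition; 0% = ACh EC80 plus DMSO and 100% = DMSO alone without agonist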
* = called active by the depositor; · = no result given.

Below each compound – M4 antag | CHRM1 PAM | CHO-K1 Ca ag | M1 ag | CHRM4 agonist | OXTR potentiator | CHO parental Ca | CHO-K1 Ca antag | CHRM1 antagonist
1. C=CCn1c(SCc2ccc(Cl)c(Cl)c2)nnc1C(CO)NC(=O)c1ccc(OC)cc1 (stereo not given)
  7.2 | -2.9 | 1.0 | -2.3 | 5.3 | -14.8 | -17.0 | 7.4 | 3.2
2. CCOC(=O)c1[nH]c(C)c(C(=O)Nc2ccc3c(c2)CCC3)c1C
  -3.3 | -1.8 | 0.0 | -5.1 | 0.3 | -7.0 | -16.2 | -13.2 | -5.8
3. CCN(Cc1ccccc1)C(c1cc2cc(C)cc(C)c2[nH]c1=O)c1nnnn1CCOC (stereo not given)
  -2.4 | 1.2 | -0.6 | -3.8 | 0.8 | -14.1 | -40.3 | 3.8 | -16.3
4. Cc1ccc(NC(=O)C2CCCN(S(=O)(=O)c3cnc[nH]3)C2)c(Br)c1 (stereo not given)
  -6.8 | 10.2 | 0.2 | -2.2 | 0.5 | 4.0 | -4.5 | -9.4 | -18.6
5. Cc1ccc(SCCC(=O)N/N=C/c2ccncc2)cc1
  -7.2 | 1.5 | 2.3 | -5.5 | 9.8 | -14.7 | -15.0 | -15.0 | -4.7
6. COCCN(CC(=O)Nc1cccc(C)c1C)C(=O)c1cc2ccccc2cc1OC
  -4.2 | 16.0 | 0.3 | 4.3 | 2.5 | -6.0 | -24.7 | 5.7 | -4.5
7. CN(C)c1nc(N(C)C)nc(N2CC(=O)N(c3ccccc3)C2=N)n1
  3.6 | 3.3 | -0.7 | -4.2 | 1.8 | -1.7 | -14.1 | -9.3 | -10.0
8. C=C(C)COc1ccc(-c2ncncc2-c2ccccc2)c(O)c1
  2.3 | -6.6 | -0.9 | -8.0 | -0.9 | -13.0 | -29.1 | -8.7 | 12.1
9. CCCCNC(=O)Nc1cc(C(=O)OC)ccc1Cl
  -1.2 | 1.7 | 0.2 | -1.5 | 0.8 | -6.4 | -10.9 | -8.7 | -27.0
10. COC(=O)c1c(C)[nH]c(C(=O)OCc2csc(CC(=O)Nc3ccccc3C)n2)c1C
  -1.3 | -8.4 | 0.2 | 0.0 | 5.3 | -4.1 | -32.2 | -5.4 | -0.7
11. CCOc1cccc2cc(C(=O)NCc3ccccc3Cl)c(=O)oc12
  9.0 | 7.3 | 1.0 | -3.8 | -0.2 | -14.0 | -3.0 | -8.4 | -14.1
12. CS(=O)(=O)Nc1nc2n(n1)C(c1ccccc1)CC(c1ccccc1)N2 (stereo not given)
  0.9 | 7.0 | 0.2 | -2.6 | 0.4 | 0.4 | -2.4 | -0.1 | -6.2
13. CC(C)CC(NC(N)=O)C(=O)NCCc1ccc(Cl)cc1 (stereo not given)
  -6.6 | 8.9 | 0.1 | -11.0 | 0.7 | -7.8 | -18.6 | -13.8 | -1.9
14. Cc1ccc(-n2nnnc2-c2cnc(N3CCCC3)nc2C(F)(F)F)cc1
  1.1 | -3.0 | 0.1 | -2.4 | 1.0 | -12.8 | 28.4 | 1.0 | -2.5
15. C[C@H](CO)N1C[C@H](C)[C@H](CN(C)S(=O)(=O)c2ccccc2)Oc2ccc(NC(=O)NC3CCCCC3)cc2CC1=O
  98.7* | -9.8 | 0.0 | -10.6 | -0.3 | -2.9 | -27.9 | -12.7 | 21.5
16. O=C(c1cc2cc(Br)ccc2o1)N1CCCC1
  -3.3 | 5.7 | 0.5 | -8.1 | 0.4 | -18.7 | -10.5 | -6.2 | -3.4
17. Cc1ccccc1OC(=O)Cn1c(C(F)(F)F)nc2ccccc21
  -6.7 | -3.0 | 1.9 | -0.9 | 2.0 | -22.5 | 3.1 | -3.7 | 5.8
18. S=C1NCN(Cc2cccnc2)CN1c1cccc2ccccc12
  -7.3 | 7.0 | 6.7 | -1.1 | 1.3 | 1.3 | -5.2 | -6.9 | -13.8
19. Cn1c(=O)c(NC2CCCCC2)c2c3c(cccc31)C(=O)c1ccccc1-2
  4.8 | -14.3 | 15.7* | 12.9 | 14.2 | · | · | 10.7 | 16.1
20. NC(=O)CSc1nnc(NC(=O)c2ccc(S(=O)(=O)N3CCCCC3)cc2)s1
  -3.9 | 9.3 | 0.3 | -2.8 | 0.1 | 3.4 | -1.5 | 4.9 | -10.5
21. CCCOc1ccc(/C=c2\sc3ncnn3c2=O)cc1
  -3.1 | 3.1 | 0.5 | -3.0 | 0.4 | -2.3 | -8.5 | -14.4 | -3.5
22. O=C(C1=C[C@H](C2CCCCC2)C[C@H](OCCCCO)O1)N1CCN(Cc2ccc3c(c2)OCO3)CC1
  -1.6 | 3.2 | -0.7 | -2.3 | 3.1 | -11.4 | -19.9 | 13.7 | 11.6
23. CN(C)CCCOC(=O)Cc1ccc(Cl)cc1
  2.1 | 0.6 | -0.1 | -4.6 | 0.8 | -10.1 | 5.0 | -13.8 | 7.1
24. Cc1ccc(NC(=O)CN(C)C(=O)c2cc3ccccc3o2)cc1
  -0.6 | -7.5 | -0.4 | -4.7 | 0.7 | 2.8 | 0.6 | 22.4 | 8.7
25. O=C(NC1CCCC1)C(c1ccncc1)N(C(=O)Cc1cccs1)c1ccccc1 (stereo not given)
  -3.8 | 2.4 | 0.1 | -5.9 | 1.5 | 3.2 | -16.8 | 2.6 | -3.3
26. CSc1nnc(C)c(=O)n1COC(=O)COc1ccc(Cl)cc1Cl
  8.2 | 3.5 | 0.2 | -2.4 | 0.3 | -4.3 | 13.6 | -12.4 | -7.5
27. COC(=O)C(C(=O)OC)C(C[N+](=O)[O-])c1ccc(O)c(OC)c1 (stereo not given)
  2.9 | -2.0 | -0.1 | -3.4 | 1.2 | -12.1 | 8.9 | 5.1 | 2.1
28. CN(C)c1ccc(C2Nc3ccccc3C(=O)N2NS(=O)(=O)c2ccccc2)cc1 (stereo not given)
  0.5 | 5.3 | 0.2 | -6.8 | 1.5 | -5.2 | -3.5 | 1.0 | -6.3
29. COc1ccccc1C(=O)N/C(=C/c1ccc(Br)cc1)C(=O)NCC(=O)O
  -27.7 | -3.2 | 0.1 | -2.2 | 5.2 | -4.6 | -5.7 | -14.2 | 1.3
30. COC(=O)C1=C(C)N(CCCC(=O)O)C(=O)NC1c1cccs1 (stereo not given)
  -12.1 | 5.3 | 0.1 | -2.7 | 0.7 | -7.5 | 2.0 | -8.1 | 6.8
31. O=C(c1ccco1)N1CCN(C(c2ccccc2)c2nnnn2C2CCCC2)CC1 (stereo not given)
  -0.8 | 9.6 | 0.1 | -3.5 | 1.1 | -4.2 | -21.1 | 1.8 | -24.6
32. CCOC(=O)C(Cc1ccccc1)NC(=O)CCc1c(C)nc2ncnn2c1C (stereo not given)
  4.8 | 5.6 | 1.0 | -2.6 | 1.1 | -1.6 | -8.3 | -6.3 | -5.6
33. CCC/C(=C1/c2ccccc2C(=O)N1c1ccccc1)c1ccc(O[C@@H]2CCCCO2)cc1
  2.8 | -22.0 | -0.2 | -10.4 | 0.4 | -2.8 | -33.6 | -25.7 | 14.5
34. FC(F)(F)c1nnc(-c2ccccc2)nc1Sc1ccc(Cl)cc1
  12.1 | 6.6 | 0.0 | -2.2 | -0.1 | 2.8 | 4.8 | 4.2 | 4.8
35. Cc1cc(N2CCC(C)CC2)n2nc(C)c(-c3ccccc3)c2n1
  -8.8 | 6.5 | 0.2 | -3.2 | 0.4 | -9.5 | -13.5 | -11.4 | -7.9
36. O=C(Nc1ccc2ccccc2c1)c1ccc(NS(=O)(=O)c2ccc(Br)s2)cc1
  -5.9 | -4.3 | 0.2 | -9.6 | 2.0 | 0.7 | -6.9 | -8.0 | 1.3
37. COC(=O)C(NS(=O)(=O)c1ccccc1Br)C(C)C (stereo not given)
  0.3 | 13.7 | -0.6 | 2.3 | -0.4 | -6.0 | -11.4 | 3.8 | 0.5
38. COc1cccc2cc(C(=O)CS(=O)(=O)c3ccc(Cl)cc3)c(=O)oc12
  -7.3 | 10.1 | 1.4 | -2.8 | 2.1 | -10.6 | -15.9 | -9.5 | -11.8
39. Cc1cccc(-n2nnnc2SCC(=O)NC2CCCC2)c1
  -17.7 | 17.4 | -0.6 | 6.2 | 2.1 | -6.9 | -22.3 | 2.9 | 1.6
40. CCn1cc(CN2CCC(C(=O)Nc3cccc(-c4cccc(OC)c4)c3)CC2)cn1
  5.5 | 3.0 | 0.4 | -3.3 | 0.6 | -3.5 | -11.9 | -6.2 | -5.3
41. CC(OC(=O)c1cc(Br)ccc1O)C(=O)NC1(C#N)CCCCC1 (stereo not given)
  -20.4 | -9.7 | 1.9 | -6.7 | 12.9 | -18.7 | -7.1 | -3.6 | 15.6
42. O=C(Nc1ccnn1C1CCN(Cc2ccccc2OC(F)F)CC1)c1cccc(F)c1
  -9.6 | 5.3 | 2.2 | -2.6 | 3.5 | -13.3 | -16.8 | -5.1 | -5.6
43. CCN1C(=O)CSc2ccc(C(=O)NC3CCCCC3)cc21
  -4.0 | -8.6 | 1.6 | -4.2 | 0.6 | -6.3 | -13.8 | -3.1 | 17.4
44. O=C(CNS(=O)(=O)c1ccccc1)NCC(=O)OCc1ccc(Cl)cc1
  -3.0 | -3.5 | 1.3 | -1.5 | 1.2 | -16.8 | -16.9 | 1.9 | 8.1
45. Cc1ccn2c(=O)c(NC(=O)c3cccc4ccccc34)c(C)nc2c1
  1.8 | -1.4 | 2.3 | -1.8 | · | -7.6 | -0.6 | 13.2 | -2.0
46. Cc1ccccc1C1CC(=O)NC2=C1C(=O)CCC2 (stereo not given)
  -6.2 | -6.3 | 0.6 | -2.7 | 1.2 | -3.6 | -5.7 | -23.5 | 13.0
47. Cc1ccc(NS(=O)(=O)c2ccc(-n3cccn3)cc2)cc1Cl
  -12.2 | 1.6 | 2.2 | -3.3 | 5.5 | · | · | 0.4 | -4.4
48. COc1ccc(S(=O)(=O)c2cnc3ccccc3n2)cc1
  8.9 | 5.0 | 0.2 | -5.5 | 1.0 | -7.3 | -8.4 | 7.9 | -4.2
49. Cc1nnc(SCC(=O)N2CCCC2)n1-c1ccc(F)cc1
  -0.1 | -6.3 | 3.7 | -3.2 | 11.6 | -13.3 | -7.2 | 2.2 | 19.0
50. COc1cnc(-c2ccccn2)nc1Oc1ccccc1
  -6.5 | 7.4 | 0.1 | -11.4 | 0.4 | -6.0 | 18.3 | -3.2 | -3.9
51. CCOC(=O)c1ccc(NC(=O)CSc2nnc(-c3ccncc3)n2C)cc1
  1.2 | 6.1 | 1.2 | -3.6 | 1.1 | -13.4 | 7.5 | -9.0 | -10.5
52. COc1cc(C(=O)OC(C)C(=O)Nc2ccc3c(c2)OCCO3)cc(OC)c1OC (stereo not given)
  -11.6 | 2.2 | -0.2 | -4.0 | 0.7 | -1.1 | -12.7 | -12.7 | -3.0

Compounds as they come; any-hit rate near 2.9%.
